Assay outcomes as filed in PubChem BioAssay.
T cell HTS = modulates CD8 T cell binding to vesicles; 2C CD8+ T cell-vesicle binding, flow cytometry; stronger effect = lower value; calls only at 7 µM; hit rate 0.068% among 330,000;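 active means response, share of CD8 T cells binding vesicles, and their 90th percentile fluorescence all below set limits, cut at about 80% in these data, passing the limit was not always enough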
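Assay system – 2C mouse CD8+ T cells · Also added – QL9-loaded Drosophila micro-vesicles · Timing – Cell–vesicle co-incubation 1.5 h at 37 °C, staining 20 min on ice · Signal – flow cytometry of vesicle-bound cells · Measure – percent CD8+ FL2 mean versus row control · Controls – Peptide-free naked vesicles (low) and QL9 vesicles with 0.7% DMSO vehicle (high)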
T cell HTS vesicle-bound % = second read-out of T cell HTS, no call of its own (marks repeat the call); double positive events, %; measured here: CD8+ vesicle-bound cell fraction;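 binding gate set so that unloaded-vesicle control wells show 10% double positive cells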
* hit, by the source's call; i = inactive. A portion of the library; rates above refer to the full screens.

Sample of the layout (three entries):
Below each compound: T cell HTS, T cell HTS vesicle-bound %
> COc1ccccc1NC(=O)COC(=O)/C=C/c1ccc(OC)c(OC)c1
 : i, 37.1
> COC(=O)c1ccc(C2C(C(=O)c3ccco3)=C(O)C(=O)N2CC2CCCO2)cc1 (stereo unspecified)
 : i, 39.8
> COc1ccc(NCC(=O)NN=C2CCS(=O)(=O)c3ccc(F)cc32)cc1
 : i, 53.9

This part in full, previewed entries included:
Below each compound: T cell HTS, T cell HTS vesicle-bound %
> COc1ccccc1NC(=O)COC(=O)/C=C/c1ccc(OC)c(OC)c1
 : i, 37.1
> COC(=O)c1ccc(C2C(C(=O)c3ccco3)=C(O)C(=O)N2CC2CCCO2)cc1 (stereo unspecified)
 : i, 39.8
> COc1ccc(NCC(=O)NN=C2CCS(=O)(=O)c3ccc(F)cc32)cc1
 : i, 53.9
> CN(C)CCN(C(=O)c1ccco1)c1nc2cc3c(cc2s1)OCCO3
 : i, 68.7
> COc1cccc(NC(=O)CN(C)C(=O)/C=C/c2cn(Cc3ccccc3)nc2-c2cccnc2)c1
 : i, 34.9
> CSc1ccccc1NC(=O)CN(C)C(=O)COc1ncnc2ccccc12
 : i, 51.8
> CCOc1ccc(N(CC(=O)N2CCOCC2)S(=O)(=O)c2ccc(F)cc2)cc1
 : i, 59.7
> COc1ccccc1C1CCN(C(=O)c2ccc(C(C)(C)C)cc2)CC1
 : i, 21.5
> COc1cc(C(=O)OCC(=O)N2CCC(C)CC2)cc2c1OCCO2
 : i, 69.7
> O=C(Nc1cc(Br)ccc1O)c1cc(-c2cccs2)on1
 : i, 20.8
> O=C(NCc1ccc(F)cc1)C(c1ccco1)N(C(=O)c1csnn1)c1ccccc1 (stereo unspecified)
 : i, 22.0
> CC1(S(=O)(=O)O)CC(=O)c2ccccc2C1=O (stereo unspecified)
 : i, 21.1
> CCCCCC(C)NC(=O)CN1C(=O)NC(C)(c2ccc3ccccc3c2)C1=O (stereo unspecified)
 : i, 67.4
> O=C(NCC1CCCCC1)c1cccc(Br)c1
 : i, 16.8
> CC(=O)NCC1CCCN(C(=O)c2oc3c(F)cccc3c2C)C1 (stereo unspecified)
 : i, 9.4
> NC(=O)c1nsc(C(=O)N(c2ccccc2)C(C(=O)NC2CCCCC2)c2ccc(O)cc2)c1N (stereo unspecified)
 : i, 21.5
> COc1cccc2sc3cc(NCC[C@@H]4CCCN4C)ccc3c(=O)c12
 : i, 29.4
> O=C(NCCCN1CCOCC1)c1cc(-c2ccco2)nc2ccccc12
 : i, 20.6
> CC1(C)C(=O)Nc2ccccc2N1C(=O)COc1ccc(C#N)cc1
 : i, 54.3
> COc1ccc(C(C(=O)NCC2CCCO2)N(Cc2cccs2)C(=O)c2snc(C(N)=O)c2N)cc1 (stereo unspecified)
 : i, 13.5
> Cc1c(S(=O)(=O)Nc2ccc(Oc3ccccc3)cc2)c(=O)n(C)c(=O)n1C
 : i, 8.1
> CNC(=O)C1Cc2ccccc2CN1S(=O)(=O)c1ccc(OC)c(OC)c1 (stereo unspecified)
 : i, 41.5
> O=C1N=C(N2CCCCC2)S/C1=C\c1ccccc1F
 : i, 63.1
> CNC[C@@H]1Oc2c(NC(=O)Nc3ccccc3)cccc2C(=O)N([C@@H](C)CO)C[C@H]1C
 : i, 16.0
> Cn1cc(CNC(=O)c2ccc3nc(Cc4ccccc4F)oc3c2)cn1
 : i, 6.7
> Oc1c(Br)cc(Br)cc1CNc1cnc2ccccc2c1
 : i, 10.8
> CCc1nc(CNC(=O)C2CCC(=O)N(CCc3ccc(OC)cc3)C2)cs1 (stereo unspecified)
 : i, 43.2
> CC1CCCN(C(=O)c2cc3c(=O)n4ccccc4nc3s2)C1 (stereo unspecified)
 : i, 19.0
> CCN(CC)Cc1nc2c(c(=O)[nH]1)C(CC)(CC)Cc1ccccc1-2
 : i, 27.4
> COc1cccc(N2CCN(S(=O)(=O)c3ccc4c(c3)oc(=O)n4C)CC2)c1
 : i, 9.5

In another format: 2 of the compounds above.
Cn1cc(CNC(=O)c2ccc3nc(Cc4ccccc4F)oc3c2)cn1
  T cell HTS = i
  T cell HTS vesicle-bound % = 6.7
Oc1c(Br)cc(Br)cc1CNc1cnc2ccccc2c1
  T cell HTS = i
  T cell HTS vesicle-bound % = 10.8

Carrying on.
Below each compound: T cell HTS, T cell HTS vesicle-bound %
> CN(C(=O)c1cc(-c2ccc3c(c2)OCO3)on1)c1ccccc1
 : i, 43.8
> COc1ccccc1NS(=O)(=O)c1ccc(/C=C/C(=O)N2CCN(C(C)=O)CC2)cc1
 : i, 41.9
> COc1cccc(NC(=O)CCC2CCN(C(=O)c3ccc(C(C)=O)s3)CC2)c1
 : i, 25.0
> COc1ccccc1S(=O)(=O)Cc1ccc(C(=O)NC2CC2)o1
 : i, 27.4
> COc1ccc([C@H]2CC(=O)C=C(c3cccc(OCc4ccccc4)c3)C2)cc1
 : i, 28.8
> Cc1ccccc1C(=O)OC1CCCN(C)C1 (stereo unspecified)
 : i, 47.4
> O=[N+]([O-])c1cccc2nc(-c3ccccc3)c(-c3ccccc3)nc12
 : i, 56.9
> Cc1cccc(CN2C(=O)/C(=C\c3ccc(C(=O)NCCN4CCOCC4)cc3)Sc3ccccc32)c1
 : i, 25.5
> COc1ccc(N2CC(NS(=O)(=O)c3ccc(F)cc3)CC2=O)cc1 (stereo unspecified)
 : i, 45.2
> O=C(NNC(=O)c1ccncc1)c1ccccc1
 : i, 20.1
> Cc1cc(C)c2c(Cn3ccnc3)cc(=O)oc2c1
 : i, 30.7
> COc1ccc(S(=O)(=O)N2CCC(C(=O)NCCC(=O)Nc3ccc(Cl)cc3)CC2)cc1
 : i, 5.6
> CN(C(=O)Cn1cnc([N+](=O)[O-])n1)C1CCCCC1
 : i, 22.9
> Cn1c(C(=O)N2CCCC(C(=O)NCc3ccccc3)C2)cc2sccc21 (stereo unspecified)
 : i, 8.1
> CCCCc1nnc(NC(=O)C2=COCCO2)s1
 : i, 12.7
> O=C(CSc1nc2nn(-c3ccccc3)c(=O)c-2c2n1CCCCC2)Nc1ccc(F)c(F)c1
 : i, 36.7
> COc1cccc(CNC(=O)C2Cc3cc(S(=O)(=O)N4CCCC4)ccc3N2C(C)=O)c1OC (stereo unspecified)
 : i, 2.9
> Fc1ccc(/C=N/NC(=S)NCCc2ccccc2)cc1F
 : i, 35.1
> COc1ccc(NC(=O)Cn2c(C)csc2=O)c(OC)c1
 : i, 28.6
> COc1cc(C(=O)N2c3ccccc3CCC2C)cc(OC)c1OC (stereo unspecified)
 : i, 63.6
> Cc1ccc(S(=O)(=O)N2CCCC2)s1
 : i, 61.1
> COc1ccc2[nH]c3c(c2c1)CCN1C(=O)N([C@@H](C)C(=O)NCc2ccc(C)cc2)C(=O)[C@]31C
 : i, 54.8
> CCOc1ccc(S(=O)(=O)Nc2cc(F)ccc2F)c2cccnc12
 : i, 37.1
> CCC(C(=O)N(C(C)C)C(C)C)c1ccccc1 (stereo unspecified)
 : i, 54.3
> O=C(Nc1ccncc1)c1c(F)c(F)c(F)c(F)c1F
 : i, 49.1
> COc1ccc(/C=C2\Oc3cc(OCC(=O)N4CCC[C@H]4C(=O)O)ccc3C2=O)c(OC)c1
 : i, 30.4
> COc1ccc2c(c1OC)C(=O)N1C2SC(C)(C)[C@H]1C(=O)NCC(C)C (stereo partly specified)
 : i, 57.8
> COC(=O)c1ccc(C2Nc3ccccc3NC3=C2C(=O)CC(C)(C)C3)cc1 (stereo unspecified)
 : i, 55.6
> C[N+](C)(C)CC(O)CC(=O)O (stereo unspecified)
 : i, 32.5
> CSc1ccccc1OCc1cc(C(=O)N2CCc3sccc3C2)no1
 : i, 18.5
> COc1ccc(CCNC(=O)CCCOc2ccc(Cl)cc2)cc1OC
 : i, 61.0
> N#C/C(=C/c1ccc(O)c(O)c1)c1nc2ccccc2[nH]1
 : i, 46.6
> CCCCc1nc(SCC(=O)N2CCOCC2)c2c(=O)n(C)c(=O)n(C)c2n1
 : i, 59.9
> CC(C(=O)OCC(=O)N1CCN(c2ccccc2)CC1)N1C(=O)c2ccccc2C1=O (stereo unspecified)
 : i, 44.1
> CC1(C(=O)N(CC(=O)NC2CCCC2)Cc2ccc(Cl)cc2)CC(=O)N=C2C=CC=CN21 (stereo unspecified)
 : i, 34.9
> COc1ccc2c(c1)C(=O)CC(c1ccc(OC)c(OC)c1)O2 (stereo unspecified)
 : i, 11.0
> COc1ccc(NC(=S)NCc2ccc(F)cc2)cc1
 : i, 12.0
> CCOC(=O)c1sc2ncnc(Nc3cccc(C(=O)O)c3)c2c1C
 : i, 64.0
> COc1ccc(OC)c(/C=N\Nc2nccs2)c1
 : i, 21.4
> CCOc1cc(C)c(S(=O)(=O)NCCCn2ccnc2)cc1C
 : i, 48.4
> Cc1ccc(NC(=O)CCc2nc3ccccc3c(=O)[nH]2)cc1S(=O)(=O)N1CCOCC1
 : i, 27.5
> Cc1cccc(N2C(=O)C3C4C=CC(CC4)C3C2=O)c1 (stereo unspecified)
 : i, 26.9
> CCOc1ccccc1-c1noc(CCC(=O)Nc2cccnc2)n1
 : i, 14.2
> C[C@H](NC(=O)c1ccccc1)C(=O)OCC(=O)Nc1ccc2c(c1)OCO2
 : i, 44.2
> Cc1csc(SCC(=O)NC2CCS(=O)(=O)C2)n1 (stereo unspecified)
 : i, 33.0
> CC(C)CN(C(=O)COC(=O)Cc1c[nH]c2ccccc12)c1c(N)n(Cc2ccccc2)c(=O)[nH]c1=O
 : i, 35.8
> COc1ccc(CCNC(=O)CN2C(=O)NC3(CCCCC3C)C2=O)cc1 (stereo unspecified)
 : i, 12.3
> Cc1cccc(OCC(=O)N(C)c2c(N)n(Cc3ccccc3)c(=O)[nH]c2=O)c1C
 : i, 15.5
> CCC(C)[C@@H]1NC(=O)N(CCCN2CCCC2=O)C1=O (stereo partly specified)
 : i, 10.8
> Cc1ccc(S(=O)(=O)CCC(=O)NCc2ccccc2F)cc1
 : i, 55.2
> CCn1cc(C(=O)N[C@@H](C)C(=O)NCCCN2CCOCC2)c(=O)c2cc3c(cc21)OCO3
 : i, 11.5
> CCc1ccc(CN(C(=O)c2cccs2)C2CCS(=O)(=O)C2)cc1 (stereo unspecified)
 : i, 21.8
> Fc1ccc(Nc2ncnc3ccccc23)cc1
 : i, 61.2
> COc1ccc(OC)c2sc(N(CCN(C)C)C(=O)/C=C/c3cccs3)nc12
 : i, 43.0
> O=C(NC(Cc1ccccc1)C(=O)NCCc1ccccn1)c1cccs1 (stereo unspecified)
 : i, 50.5
> CCc1ccc(CN(C)CC(=O)Nc2ccc(S(=O)(=O)N3CCOCC3)cc2)cc1
 : i, 39.9
> Cc1cccc(NC(=O)CSCC(=O)Nc2ccc(S(=O)(=O)N3CCOCC3)cc2)c1
 : i, 31.9
> CS(=O)(=O)c1ccc(NC(=O)CN2C(=O)C3CCCCC3C2=O)cc1 (stereo unspecified)
 : i, 20.0
> CSc1cccc(NC(=O)CNC(=O)c2ccc3c(c2)OCO3)c1
 : i, 33.3
> COc1ccc(C(=O)N/N=C/c2c(C)nn(-c3ccccc3)c2OC)cc1
 : i, 28.4

Next entries follow:
Below each compound: T cell HTS, T cell HTS vesicle-bound %
> Cc1c(NC(=O)Nc2ccccc2C(F)(F)F)c(=O)n(-c2ccccc2)n1C
 : i, 28.8
> Cc1nc(-c2ccc(F)cc2)c(CC(=O)Nc2ccc(C)c(S(=O)(=O)N3CCOCC3)c2)s1
 : i, 33.2
> N#Cc1cccc(CN2CCC(=O)N([C@H](CO)c3ccccc3)CC2)c1
 : i, 19.2
> Cn1c(=O)n(C)c2cc(NC(=O)c3ccc(F)cc3)ccc21
 : i, 45.4
> O=C(CSc1nnc(NC(=O)c2c(F)cccc2F)s1)NC1CCCCC1
 : i, 25.3
> C[C@H](CO)N1C[C@H](C)[C@@H](CN(C)Cc2ccc(Oc3ccccc3)cc2)Oc2ccc(NC(=O)Cn3cnnn3)cc2C1=O
 : i, 44.4
> CC1CCCC(C)N1C(=O)COC(=O)CSc1ccc(C(N)=O)cc1[N+](=O)[O-] (stereo unspecified)
 : i, 50.6
> COc1cccc(C(=O)Nc2ccccc2C(=O)NCC2CCCO2)c1 (stereo unspecified)
 : i, 17.8
> Cn1nc(C(=O)NCc2ccccc2)cc1C(=O)NCc1ccccc1
 : i, 26.0
> CC(=O)c1cccc(NC(=O)COC(=O)c2ccccc2C)c1
 : i, 18.3
> CC(=O)Nc1ccc(S(=O)(=O)Nc2c(NC3CCCCC3)c3ccccc3oc2=O)cc1
 : i, 8.0
> CS(=O)(=O)c1nc([N+](=O)[O-])nn1CCCc1ccccc1
 : i, 47.8
> COc1ccc(NC(=O)Nc2nnc(Cc3ccc(OC)c(OC)c3)s2)cc1
 : i, 44.5
> Cc1noc(C)c1NC(=O)Nc1cccc2c1O[C@H](CN(C)S(=O)(=O)c1ccccc1)[C@@H](C)CN([C@H](C)CO)C2=O
 : i, 11.6
> CCOc1ccc(S(=O)(=O)N2CCCCC2)cc1NC(=O)Cc1cccs1
 : i, 55.8
> CCOc1ccccc1NCc1nnc(-c2ccccc2)o1
 : i, 34.0
> O=C(c1ccccc1-c1ncc[nH]1)N1CCCC(Nc2ccc(F)cc2)C1 (stereo unspecified)
 : i, 40.2
> O=C(c1cc(-c2ccc(Cl)cc2)on1)N1CCc2ccccc2C1
 : i, 40.1
> O=C(Nc1ccc(N2CCCC2)cc1)c1cc(Br)ccc1Cl
 : i, 61.9
> O=C(CSc1nc2c(cnn2-c2cccc(Cl)c2)c(=O)[nH]1)NCCC1=CCCCC1
 : i, 23.1
> CCOc1ccccc1NC(=O)C(c1ccccc1)N1CCN(CC(=O)N2CCCC2)CC1 (stereo unspecified)
 : i, 30.1
> Clc1ccc(Cl)c(OCCN2CCCC2)c1
 : i, 61.4
